Screening results as filed in PubChem.
Neddylation inh = inhibitors of cullin neddylation, primary screen, biochemical, TR-FRET, uHTS, NAE and Ubc12; 360,000 tested, 0.58% active; NEDD8-conjugating enzyme Ubc12 (Homo sapiens) + NEDD8-activating enzyme E1 regulatory …; AID 651699, 2012; calls only at 25 µM; in the data active = inhibition above about 36%
Target sequence (P61081 whole entry, looked up): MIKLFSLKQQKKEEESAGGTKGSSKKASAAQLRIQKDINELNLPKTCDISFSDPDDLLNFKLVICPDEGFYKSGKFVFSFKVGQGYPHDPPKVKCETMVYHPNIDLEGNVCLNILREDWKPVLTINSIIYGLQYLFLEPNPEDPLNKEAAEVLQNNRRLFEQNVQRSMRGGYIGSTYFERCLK
Target sequence (Q13564 whole entry, looked up): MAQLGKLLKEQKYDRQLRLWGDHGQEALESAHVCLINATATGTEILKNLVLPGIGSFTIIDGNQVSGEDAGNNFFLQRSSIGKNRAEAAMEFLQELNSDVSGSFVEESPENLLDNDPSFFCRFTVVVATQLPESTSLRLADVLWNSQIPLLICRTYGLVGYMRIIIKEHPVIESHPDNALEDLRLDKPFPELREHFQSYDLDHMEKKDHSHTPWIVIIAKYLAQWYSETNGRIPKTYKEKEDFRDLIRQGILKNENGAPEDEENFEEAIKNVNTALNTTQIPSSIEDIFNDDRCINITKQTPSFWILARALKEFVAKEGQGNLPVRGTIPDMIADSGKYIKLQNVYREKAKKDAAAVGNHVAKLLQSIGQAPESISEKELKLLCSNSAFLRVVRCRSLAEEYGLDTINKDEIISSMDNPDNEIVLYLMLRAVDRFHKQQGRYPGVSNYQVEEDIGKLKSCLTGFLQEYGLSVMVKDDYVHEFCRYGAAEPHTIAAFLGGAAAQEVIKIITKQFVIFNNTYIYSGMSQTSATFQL
Scp1 inh = Scp-1 phosphatase inhibitors, primary screen, biochemical, colorimetric, uHTS; AID 493091, 2011; 340,000 tested, 0.88% active; Carboxy-terminal domain RNA polymerase II polypeptide A small phosphatase 1 (Homo …; Recombinant Scp1, phosphopeptide, malachite green phosphate absorbance; inhibition, % at 20 µM;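 active = inhibition above about 50% at 20 µM, limit read from the data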;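 note: plate controls were DMSO wells with enzyme for no effect and wells lacking enzyme for full effect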
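Test system: SCP-1 phosphatase catalytic domain, residues 76-261 | Compound dosing: One concentration, 20 µM, with 1.0% DMSO | Schedule: 45 min room-temperature reaction, 5 min colour, 30 min stabiliser | Detection: Absorbance at 630 nm | Read-out basis: % inhibition of SCP-1 phosphate liberation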
LMPTP block = LMPTP phosphatase inhibitors, primary screen, biochemical, fluorescence intensity, uHTS | Low molecular weight phosphotyrosine protein phosphatase (Homo sapiens), P24666 | recombinant LMPTP-A, OMFP fluorogenic substrate | inhibition, % at 20 µM | 360,000 tested, 0.22% active;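 active = compounds that cut the enzyme signal by at least half of the control window in the single-dose screen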;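 note: plate controls were DMSO wells with enzyme plus substrate for no effect and substrate without enzyme for full effect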
Target sequence (P24666 whole entry, looked up): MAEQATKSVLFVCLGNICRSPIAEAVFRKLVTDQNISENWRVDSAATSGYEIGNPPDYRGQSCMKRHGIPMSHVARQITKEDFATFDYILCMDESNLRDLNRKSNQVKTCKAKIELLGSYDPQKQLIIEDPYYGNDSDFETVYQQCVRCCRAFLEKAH
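Assay system: LMPTP-A phosphatase enzyme | Input: 0.625 nM enzyme | Also added: Fluorogenic phosphatase substrate OMFP at 400 µM final | Compound dosing: One test concentration per compound, 20 µM, with 3% DMSO overall | Schedule: 50 min enzyme reaction at room temperature, protected from light | Signal: Fluorescence intensity | Benchmarks: no-enzyme and uninhibited controls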
Rin1-Abl PPI inh = inhibitors of Rin1-Abl protein binding, primary screen, biochemical, TR-FRET | Tyrosine-protein kinase ABL1 (Homo sapiens) + Ras and Rab interactor 1 (Homo sapiens), … | inhibition, % at 7.35 µM | 360,000 tested, 0.4% active | AID 588664, 2011; in the data active = inhibition above about 5%, passing the limit was not always enough
CSN deneddyl inh = inhibitors of CSN-mediated cullin deneddylation, primary screen, biochemical, fluorescence polarization, uHTS | COP9 signalosome complex subunit 5 (Homo sapiens), Q92905 | Purified CSN, SCF-Nedd8-OG deneddylation | inhibition, % at 12.5 µM | 360,000 tested, 0.38% active | AID 651999, 2013;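 active = pattern-corrected inhibition above about 35%, with an unprinted fluorescence ratio check between 0.5 and 1.5, limit read from the data, passing the limit was not always enough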;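 note: 0% = enzyme with substrate and 100% = substrate without enzyme; some results filed as inactive read as strong as hits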
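Schedule: reaction 90 min, room temperature / Assay system: HEK293T-derived human Csn5 enzyme / Input: Csn5 at 0.24 nM final / Measure: inhibition of Csn5 cleavage, % / Control set: substrate-only high control, full reaction low control / Technique: fluorescence polarization of the substrate / Buffer or medium: Tris/NaCl/DTT buffer, pH 7.5 / Reagent: SCFSkp2-Nedd8OG substrate at 10 nM final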
STEP block = STEP phosphatase inhibitors, primary screen, biochemical, fluorescence intensity, uHTS. Tyrosine-protein phosphatase non-receptor type 5 (Homo sapiens), P54829. 360,000 tested, 0.25% active. inhibition, % at 20 µM. recombinant STEP, OMFP fluorogenic substrate;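 active = inhibition at 20 µM, scaled per plate between control wells, above about 37%, limit read from the data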;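 note: 0% = DMSO with enzyme and substrate and 100% = substrate only without enzyme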
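Test system: STEP tyrosine phosphatase / Reagent: OMFP at 25 µM / Doses: 20 µM, 1% DMSO / Read-out: percent inhibition scaled to no-enzyme and uninhibited-enzyme controls, plate-pattern corrected / Detection: FITC-channel fluorescence of OMFP product / Medium: Bis-Tris buffer pH 6.0, 2.5 mM DTT, 0.005% Tween 20 / Schedule: 20 min at room temperature, dark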
DNMT1 inh = human DNMT1 methyltransferase inhibitors, primary screen, biochemical, molecular beacon, fluorescence, HinP1I cleavage, uHTS. inhibition (reported as % activation of signal), % at 10 µM. DNA (cytosine-5)-methyltransferase 1 (Homo sapiens), P26358. AID 588458, 2011. 360,000 tested, 0.83% active; in the data active = inhibition above about 50%
Rpn11 inh = Rpn11 (PSMD14) deubiquitinase inhibitors, primary screen, biochemical, fluorescence polarization, uHTS; human 26S proteasome, Ub4-pepOG fluorescence polarization; 20S core pre-blocked with epoxomicin; calls only at 20 µM; 360,000 tested, 0.59% active; AID 588493, 2011;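 active = inhibition at 20 µM, scaled to each plate's controls, above about 33%, limit read from the data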
NadD block = inhibitors of S. aureus NadD, primary screen, biochemical, colorimetric, uHTS; Nicotinate-nucleotide adenylyltransferase NadD (Staphylococcus aureus N315); purified NadD enzyme, colorimetric absorbance read-out; inhibition, % at 20 µM; 360,000 tested, 0.78% active; AID 602399, 2012; in the data active = inhibition above about 26%; note: some compounds past the cut are filed as inactive
SUMO1 PPI mod = modulators of SUMO1 protein-protein interactions, primary screen, biochemical, uHTS. SUMO1 binding to a labelled peptide, TR-FRET, 1 h. inhibition, % at 20 µM. 360,000 tested, 0.33% active; in the data active = inhibition above about 37%
Target sequence (P63165 whole entry, looked up): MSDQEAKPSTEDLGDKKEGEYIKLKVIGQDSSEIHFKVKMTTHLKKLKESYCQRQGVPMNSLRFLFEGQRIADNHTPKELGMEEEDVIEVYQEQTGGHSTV
Active calls of the source: *; i = inactive; . = not tested or not shown; + = active, no number.

1	COc1ccc(C(=O)N[C@H](C(=O)NCc2cccs2)C(C)C)cc1
2	Cc1nn(C)cc1CNC(=O)COc1ccc(Cl)cc1Cl
3	Cc1cccc(-c2nc(CNC(=O)c3ccco3)cs2)c1
4	COCC(C)n1c(SCC(=O)Nc2oc(C)c3c(C)n[nH]c(=O)c23)nc2ccccc2c1=O (centres undefined)
5	Cc1csc(NC(=O)C2CCC(C)(C(=O)O)C2(C)C)n1 (centres undefined)
6	CCN1CCN(C(c2cccs2)C(C)NS(=O)(=O)c2ccccc2)CC1 (centres undefined)
7	O=C(CCC1CCCC1)N[C@@H](Cc1ccc(O)cc1)C(=O)O
8	Clc1nc(Oc2ccccc2)nc(-c2cn(-c3ccccc3)c3ccccc23)n1
entry no.	1	2	3	4	5	6	7	8
Neddylation inh	i	i	i	i	i	i	i	.
Scp1 inh	-3	1	0	-4	-6	-1	-6	36
LMPTP block	-0.2	-1.1	-1.3	-8.1	-0.3	-1.3	-1.4	27
Rin1-Abl PPI inh	-1	-5	-2	0	-1	2	2	-2
CSN deneddyl inh	-1	3	1	5	0	1	-3	1
STEP block	-1	-4	0	3	-1	3	0	17
DNMT1 inh	2	7	0	1	-1	11	2	0
Rpn11 inh	i	i	i	i	i	i	i	i
NadD block	0	1	-3	-2	5	-5	-7	3
SUMO1 PPI mod	-3	3	0	-19	1	-3	1	0

Profiles, looked up by structure:
Entry for COCC(C)n1c(SCC(=O)Nc2oc(C)c3c(C)n[nH]c(=O)c23)nc2ccccc2c1=O (centres undefined) → Neddylation inh: i; Scp1 inh: -4; LMPTP block: -8.1; Rin1-Abl PPI inh: 0; CSN deneddyl inh: 5; STEP block: 3; DNMT1 inh: 1; Rpn11 inh: i; NadD block: -2; SUMO1 PPI mod: -19
Entry for O=C(CCC1CCCC1)N[C@@H](Cc1ccc(O)cc1)C(=O)O → Neddylation inh: i; Scp1 inh: -6; LMPTP block: -1.4; Rin1-Abl PPI inh: 2; CSN deneddyl inh: -3; STEP block: 0; DNMT1 inh: 2; Rpn11 inh: i; NadD block: -7; SUMO1 PPI mod: 1
Entry for Cc1csc(NC(=O)C2CCC(C)(C(=O)O)C2(C)C)n1 (centres undefined) → Neddylation inh: i; Scp1 inh: -6; LMPTP block: -0.3; Rin1-Abl PPI inh: -1; CSN deneddyl inh: 0; STEP block: -1; DNMT1 inh: -1; Rpn11 inh: i; NadD block: 5; SUMO1 PPI mod: 1

Following part.
9	COc1ccccc1NC(=O)N(C)C[C@@H]1OCc2cnnn2CCCC(=O)N([C@H](C)CO)C[C@H]1C
10	Cc1csc(/C(=N/OC(=O)c2ccco2)C(N)=O)n1
11	O=C(N/N=C/c1ccc(OC2CSC2)cc1)c1ccccc1
12	COc1ccc(-c2ccnc(SCC(=O)c3ccc(Cl)cc3)n2)cc1
13	c1ccc(Cn2c(-c3ccccc3)nc3nc4ccccc4nc32)cc1
14	O=C(NCCCN1CCOCC1)c1cc(-c2cccc(Br)c2)nc2ccccc12
15	N#CC(c1ccc(Cl)cc1)c1cccc(Cl)n1 (centres undefined)
16	CC(=O)NC12CC3CC(C1)CC(C(=O)OCC(=O)Nc1ncc(Cl)cc1Cl)(C3)C2
entry no.	9	10	11	12	13	14	15	16
Neddylation inh	i	i	i	i	+	i	i	i
Scp1 inh	.	-5	-6	0	-1	-10	-6	0
LMPTP block	-1.7	-0.8	1.4	2.4	1.6	-0.8	-0.1	-0.3
Rin1-Abl PPI inh	-2	-2	-4	-3	-2	-4	4	-3
CSN deneddyl inh	8	-3	0	-2	1	-2	-13	0
STEP block	2	2	3	2	6	0	1	0
DNMT1 inh	-1	-3	4	-6	2	-1	-1	5
Rpn11 inh	i	i	i	i	i	i	i	i
NadD block	7	1	-7	-2	0	-8	7	4
SUMO1 PPI mod	1	-9	-7	1	-13	-14	-4	4

17	Cc1cc(C)c2cc(CN(Cc3cccnc3)C(=O)c3ccc(F)cc3)c(Cl)nc2c1
18	Cc1nn(CC(=O)Nc2ccc(N(C)C)cc2)c(C)c1[N+](=O)[O-]
19	Cc1ccc(S(=O)(=O)N2CCOCC2)cc1NC(=O)COC(=O)Cc1ccccc1
20	COc1ccc(S(=O)(=O)NCc2ccco2)cc1C(=O)N1CCCCC1
21	COc1ccccc1CNC(=O)C1CCC(=O)N(CCCN2CCCC2=O)C1 (centres undefined)
22	CC(=O)c1cccc(NS(=O)(=O)c2ccc(C(=O)Nc3ccccc3)cc2)c1
23	Cc1ccc(S(=O)(=O)CC(=O)c2ccc(C)c([N+](=O)[O-])c2)cc1
24	COc1ccc(C2Nc3ccccc3C(=O)N2NS(=O)(=O)c2ccccc2)c(OC)c1 (centres undefined)
entry no.	17	18	19	20	21	22	23	24
Neddylation inh	i	i	i	i	i	i	i	.
Scp1 inh	4	6	-8	-5	-8	-5	-15	0
LMPTP block	-0.4	-1.5	1.4	-1.9	-1.6	0.7	1.5	-0.2
Rin1-Abl PPI inh	-1	0	0	3	0	-2	0	1
CSN deneddyl inh	0	4	-2	2	-1	0	0	2
STEP block	1	3	-3	2	-3	2	-3	0
DNMT1 inh	9	-4	-1	0	2	0	-1	1
Rpn11 inh	i	i	i	i	i	i	i	i
NadD block	5	1	-4	-5	4	-10	0	2
SUMO1 PPI mod	-5	0	6	5	8	13	-9	0

25	COc1cc(C(=O)N2CCC(NC(=O)C(Cc3ccc(C(C)C)cc3)NC(C)=O)CC2)cc(OC)c1OC (centres undefined)
26	COc1ccc(NC(=O)Nc2ccc(Br)c(C)c2)cc1
27	COc1ccc(C2=NOC(C(=O)NCc3ccc(F)cc3)C2)cc1 (centres undefined)
28	O=C(c1ccccc1)C(O)(Cc1ccccc1)c1ccccc1 (centres undefined)
29	C#Cc1cccc(C(=O)NC2CCCN(C3Cc4ccccc4C3)C2)c1 (centres undefined)
30	CCC(=O)c1ccccc1OCCCN1CCC(Cc2ccccc2)CC1
31	O=C(O)c1c(Cl)c(Cl)c(Cl)c(Cl)c1C(=O)N1CCCC1
32	CCN1C(=O)[C@H]2[C@H]3CN=C(SCC(=O)c4ccccc4)N3[C@@](C)(C(=O)OC)[C@H]2C1=O
entry no.	25	26	27	28	29	30	31	32
Neddylation inh	i	i	i	i	i	i	i	i
Scp1 inh	-9	-6	5	-11	-4	3	0	4
LMPTP block	-4.7	0.7	-2.1	1.4	-0.7	-1.9	-1.1	0.8
Rin1-Abl PPI inh	0	3	-1	-2	5	0	1	-3
CSN deneddyl inh	0	6	-7	-4	0	1	-2	2
STEP block	-3	0	12	-1	-1	0	2	-1
DNMT1 inh	-2	3	2	7	-1	1	6	0
Rpn11 inh	i	i	i	i	i	i	i	i
NadD block	-7	0	-3	-10	-10	4	-2	-3
SUMO1 PPI mod	0	0	1	-1	3	4	11	3

33	COc1ccc(NS(=O)(=O)c2cc(C(=O)OC(C)C(=O)N3CCOCC3)ccc2Cl)cc1 (centres undefined)
34	CCOCCCNC(=S)N1CCCN(c2nc3cc(C)ccc3cc2C#N)CC1
35	COc1ccc(NC(=O)COC(=O)c2c(C)noc2C)cc1Cl
36	CC(c1ccccc1)N(C)C(=O)CSc1nnc(C2CC2)n1C1CC1 (centres undefined)
37	COc1cc(OC)cc(C(=O)Nc2ccc(CN3CCCCC3)cc2)c1
38	Cc1ccc(N2CC(C(=O)Nc3ccc(S(=O)(=O)Nc4ncccn4)cc3)CC2=O)cc1C (centres undefined)
39	CN(C)CCN(Cc1ccc(Cl)cc1)c1ccccn1
40	CC(OC(=O)CC1CC2CCC1C2)C(=O)Nc1cccc(S(=O)(=O)N2CCOCC2)c1 (centres undefined)
entry no.	33	34	35	36	37	38	39	40
Neddylation inh	i	i	i	i	i	i	i	i
Scp1 inh	10	2	.	-2	-7	-3	-14	-1
LMPTP block	-0.7	0.4	-0.8	-1.0	-1.7	-0.6	-1.2	1.4
Rin1-Abl PPI inh	-3	0	-4	3	0	0	0	1
CSN deneddyl inh	-1	5	6	-5	-5	1	4	-3
STEP block	-2	-2	-2	2	-6	-1	3	0
DNMT1 inh	2	-3	0	0	-2	0	1	2
Rpn11 inh	i	i	i	i	i	i	i	i
NadD block	1	2	-8	-2	0	6	-8	-6
SUMO1 PPI mod	-4	-1	-5	2	7	1	-3	1

41	Cc1c(N(C(=O)c2ccccn2)C2(C(=O)NC3CCCC3)CCCCC2)c(=O)n(-c2ccccc2)n1C
42	Cc1ccc(Cn2c(S(=O)(=O)O)nc3ccccc32)cc1
43	CCc1ccc(NC(=O)CCC(=O)c2ccccc2)cc1
44	COc1ccc(C(C#N)=Cc2ccc(N(C)CCC#N)cc2)cc1
45	CC(C)[C@H](NC(=O)c1ccccc1Cl)C(=O)OCC(=O)NCc1ccc2c(c1)OCO2
46	COc1ccc(NC(=O)c2ccc3snnc3c2)cc1
47	Cc1ccc(OCC(=O)Nc2c3c(nn2C(C)(C)C)CS(=O)(=O)C3)cc1
48	O=C(N/N=C/c1cccnc1)c1ccco1
49	CCOC(=O)C1CCN(S(=O)(=O)c2c(C)n(C)c(=O)n(C)c2=O)CC1
entry no.	41	42	43	44	45	46	47	48	49
Neddylation inh	i	i	i	i	i	i	i	i	i
Scp1 inh	-11	3	-10	.	-6	-1	-10	-4	6
LMPTP block	-1.2	-1.0	0.2	1.9	-0.7	1.6	-0.6	-1.5	0.6
Rin1-Abl PPI inh	-5	0	1	-2	2	2	-1	-3	-4
CSN deneddyl inh	10	5	3	11	1	128	-1	0	2
STEP block	3	-3	0	0	-2	-2	3	-2	1
DNMT1 inh	2	3	-1	-6	4	-4	-2	1	5
Rpn11 inh	i	i	i	i	i	i	i	i	i
NadD block	-1	-1	-1	3	5	-3	-6	-1	-3
SUMO1 PPI mod	2	-1	2	-22	-4	-8	2	-4	21
